Source: PubChem
Myeloid diff 2 – promotes myeloid progenitor differentiation. calls only at 10 µM. AID 624256. ER-HoxA9 myeloid progenitors, lysozyme-GFP differentiation, flow cytometry. 360,000 compounds, 1% hits;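 active = normalized GFP-positive differentiation at or above the plate's own cutoff, the solvent-only control mean plus 3 SD; inconclusive = no clear call, values can overlap the other calls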;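 note: cells exposed to compound for four days before flow analysis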
LYP phosphatase – inhibitors of LYP phosphatase, biochemical, fluorescence intensity, uHTS (AID 1779); recombinant LYP phosphatase, fluorescence intensity; higher % means a stronger effect; inhibition, % at 11.5 µM; hits with a dose series show IC50 in µM; 290,000 compounds, 0.054% hits; in the data active = inhibition above about 50%;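 note: plate controls were vehicle with enzyme for no effect and no enzyme for full effect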
Myeloid diff 2 GFP+ MAC1+ % – further read-out of Myeloid diff 2, marked with its call; GFP+ MAC1+ double positive, %; measured here: differentiation confirmed by MAC1 staining
* hit, by the source's call; i = inactive; u = inconclusive; x = no result given; + = active, no number. Some of the compounds tested (hit frequency here may not be typical).

Structure	Myeloid diff 2	Myeloid diff 2 GFP+ MAC1+ %	LYP phosphatase
COC(=O)[C@]1(C)N[C@H](CN(C)C(=O)Nc2ccc(C)cc2)[C@@H]2C(=O)N(Cc3ccccc3)C(=O)[C@@H]21	i	1.1	x
Cc1cc(C)c(OCC(=O)NCC(c2ccco2)N2CCCCC2)c(C)c1 (configuration not stated)	i	0.5	x
CC(Oc1ccccc1F)c1nnc(SCC(=O)NCc2ccc3c(c2)OCO3)o1 (configuration not stated)	i	0.6	x
COc1cc(C(=O)NNC(=O)CNC(=O)C2CCCCC2)ccc1OC(C)C	i	0.4	x
CCCCN(C=O)c1c(CC)nc2ccc(C(=O)NCc3ccccc3OC)cn12	i	0.9	x
CCOC(=O)c1ccc(NCc2ccncc2)cc1	i	1.4	x
COc1ccc(C(=O)O)cc1S(=O)(=O)Nc1ccc2cn[nH]c2c1	i	1.5	x
C[C@H]1CN=C(N(C)C)N1CCCC1CCCCC1	i	1.9	x
CCOc1ccc(OCCC(=O)OCC(=O)NCCc2ccc(S(N)(=O)=O)cc2)cc1	i	0.5	x
CCOC(=O)C1=CN(Cc2cccc(-c3cccnc3)c2)S(=O)(=O)N(C)C1C (configuration not stated)	i	0.5	x
CCC(CC)C(=O)N(C)c1c(C)nc2c(OCc3ccc(Cl)cc3Cl)cccn12	i	0.8	x
CN(C(=O)COC(=O)CCCc1c[nH]c2ccccc12)c1c(N)n(Cc2ccccc2)c(=O)[nH]c1=O	i	0.5	x

Reprinted from the part before: 2 entries; new compounds follow.
Structure	Myeloid diff 2	Myeloid diff 2 GFP+ MAC1+ %	LYP phosphatase
CCC(CC)C(=O)N(C)c1c(C)nc2c(OCc3ccc(Cl)cc3Cl)cccn12	i	0.8	x
CN(C(=O)COC(=O)CCCc1c[nH]c2ccccc12)c1c(N)n(Cc2ccccc2)c(=O)[nH]c1=O	i	0.5	x
CC(C)c1cc(C(=O)OCC(=O)NC2CC2)c(O)c(C(C)C)c1	i	0.9	x
O=C(Nc1ccc2c(c1)OCCO2)C(c1ccccc1)n1c(=O)c(-c2ccco2)nc2ccccc21 (configuration not stated)	i	1.5	x
COc1ccc2c(c1)C(c1ccc(Cl)cc1)NC(=O)C2 (configuration not stated)	i	1.5	x
COc1c2c(cc(O)c1C(C)=O)OC(C)(C)C=C2	i	0.7	x
CC(=O)Nc1ccc(S(=O)(=O)N(C)CC(=O)NNC(=O)Cc2nc3ccccc3n2C)cc1	i	1.0	x
CCc1ccc([C@@H]2CC=C(C(=O)O)[C@H](c3ccc(Cl)cc3)N2S(=O)(=O)c2ccc(C)cc2)cc1	i	1.3	x
Cc1cc(O)ccc1Nc1cc(-c2cccc(N(C)C)c2)ncn1	i	0.7	x
C#CCOCCOCCOCCNc1nc(OC)nc(N2CCN(C(=O)[C@H](CCC(=O)O)n3cc(C(N)CO)nn3)CC2)n1 (some centres not stated)	i	2.1	x
O=S(=O)(/N=C(/Nc1cccnc1)c1ccccc1)c1ccc(F)cc1F	i	0.3	x
COc1ccc(S(=O)(=O)Nc2ccc(-c3ccc(N4CCCC4)nn3)cc2)cc1C	i	0.7	x
CC(=O)Nc1ccc(C(=O)COC(=O)C2CC2C)c(F)c1 (configuration not stated)	i	1.0	x
CNC(=O)C[C@H]1C(=O)N(C2CCCCC2)C[C@@H]1CSC	i	0.9	x
Brc1cccc(-c2nc3ccc(Br)cn3c2Cc2ccccc2)c1	i	0.5	x
COc1ccc(N(C)S(=O)(=O)c2cccc(C(=O)NCc3ccc(C)cc3)c2)cc1	i	0.4	x
Cc1ccc(S(=O)(=O)Nc2cccc(C(=O)NCC3CCCO3)c2)cc1F (configuration not stated)	i	1.0	x
O=C(C=Cc1ccco1)c1ccc2ccccc2c1	i	0.7	x
CCNc1nc(NCC)n2c(SCC(=O)Nc3ccccc3C(F)(F)F)nnc2n1	i	0.7	x
CCCC1NC(=O)c2cc3ccccc3cc2-n2c1nc1cc(F)ccc1c2=O (configuration not stated)	i	1.2	x
Cc1cc(C)c(O)c(CN(C)Cc2cc(Cl)cc(Cl)c2O)c1	i	0.8	x
CCOc1ccc(Cc2nnc(SCC(=O)Nc3ccc(C(C)=O)cc3)[nH]c2=O)cc1	i	0.6	x
OCC[C@H]1C[C@H](O)[C@@H](O)[C@]2(OCc3ccccc32)O1	i	1.1	x
C[C@@H](O)[C@H]1O[C@]2(C)CCC[C@H]1O2	i	1.2	x
O=C(c1cccc(S(=O)(=O)N2CCN(c3ccc(F)cc3)CC2)c1)N1CCCCCCC1	i	0.3	x
Cc1cc(C)c(C)c(S(=O)(=O)N2CCC(C(=O)NCCCN3CCCC3=O)CC2)c1C	i	0.5	x

A different layout for part of the listing above:
Order of values – Myeloid diff 2 | Myeloid diff 2 GFP+ MAC1+ % | LYP phosphatase
> C#CCOCCOCCOCCNc1nc(OC)nc(N2CCN(C(=O)[C@H](CCC(=O)O)n3cc(C(N)CO)nn3)CC2)n1 (some centres not stated)
→ i | 2.1 | x
> Cc1ccc(S(=O)(=O)Nc2cccc(C(=O)NCC3CCCO3)c2)cc1F (configuration not stated)
→ i | 1.0 | x
> Cc1cc(C)c(OCC(=O)NCC(c2ccco2)N2CCCCC2)c(C)c1 (configuration not stated)
→ i | 0.5 | x

Following part:
Structure	Myeloid diff 2	Myeloid diff 2 GFP+ MAC1+ %	LYP phosphatase
COc1cc(C2c3cc4c(cc3OC(Nc3ccc(C(=O)O)cc3)C2C)OCO4)cc(OC)c1OC (configuration not stated)	u	x	x
COc1ccc(OC)c(-c2nnc3n2N=C(c2ccc(OC)c(OC4CCCC4)c2)CS3)c1	u	x	x
CC(=O)C[C@H]1c2cc(C(F)(F)F)ccc2S(=O)(=O)N1C1CCCCC1	i	1.1	x
CC1(C(=O)NCc2cccc3ccccc23)CCN1Cc1cccc2c1OCO2 (configuration not stated)	i	0.4	x
Cc1ccc(NC(=O)C(c2ccccc2)N2CCN(CC(=O)N3CCOCC3)CC2)cc1Cl (configuration not stated)	i	0.6	x
S=c1[nH]c2ccccc2n1Cc1ccccc1	i	0.5	-4%
COc1ccc(S(=O)(=O)N2CCOCC2)cc1NC(=O)CSc1ccccc1	i	1.0	-7%
COC(=O)c1c(NC(=O)C(C)(C)C)sc2c1CCN(Cc1ccccc1)C2	i	5.4	-6%
CCN(CC)S(=O)(=O)c1cccc(NC(=O)CNC2CCCCCC2)c1	i	0.6	-10%
Cc1ncc(CN2CCCC(C(=O)Nc3ccc(-c4ccco4)cc3)C2)cn1 (configuration not stated)	i	0.3	-10%
C=C(C)[C@@H]1CC[C@]2(C(=O)O)CC[C@]3(C)C(CCC4[C@@]5(C)CC[C@H](O)C(C)(C)C5CC[C@]43C)C12 (some centres not stated)	i	2.6	-9%
COc1ccc(NC(=O)CCCN2C(=O)C3CC=CCC3C2=O)cc1 (configuration not stated)	i	4.7	-7%
COc1ccc(-n2nc(C(=O)NCC(=O)NC3CCCC(C)C3C)c3ccccc3c2=O)cc1 (configuration not stated)	i	0.5	2%
CCCn1c(=O)n(C)c(=O)c2c(SCC(=O)NCC(c3ccccc3)N(C)C)nc(CC(C)C)nc21 (configuration not stated)	i	1.7	-3%
COc1ccc2[nH]cc(CCN3C(=O)c4ccc(C(=O)O)cc4C3=O)c2c1	i	0.8	-2%
Cc1cccc(N2CCN(S(=O)(=O)c3c(C)[nH]c(C)c3C(=O)N3CCCCC3)CC2)c1C	i	5.8	-6%
CC1CN(C(=O)c2ccc(S(=O)(=O)Nc3ccccc3Cl)cc2)CC(C)O1 (configuration not stated)	i	0.0	-2%
CCCn1nnnc1NCc1ccc(OC)cc1OC	i	0.9	-4%
CN(C)S(=O)(=O)c1ccc(Cl)c(NC(=O)COC(=O)CC(NC(N)=O)c2ccc(Cl)cc2)c1 (configuration not stated)	i	0.3	-5%
C=CCOC(=O)C1=C(C)NC(=O)NC1c1ccc(N(C)C)cc1 (configuration not stated)	i	0.7	-5%
Cc1c(NC(=O)CSCc2ccccc2)cccc1C(=O)O	i	0.4	-19%
CCCC(=O)Nc1nnc(S(=O)(=O)N2CCCC2)s1	i	2.7	-6%
COc1cc(CCC(=O)NCCc2ccc(F)cc2)cc(OC)c1OC	i	0.6	-6%
O=C(NC1CC2CCC(C1)N2Cc1ccccc1)c1cccc(F)c1 (configuration not stated)	i	1.1	-9%
CCn1c(=O)cc(N2CCN(Cc3ccccc3)CC2)[nH]c1=O	i	3.8	-11%
Cc1[nH]c(=O)c(C#N)c(C)c1CCC(=O)Nc1cc(S(C)(=O)=O)ccc1Cl	u	x	-6%
CCOc1ccc(C(=O)N2CCN(c3ccccn3)CC2)cc1OCC	i	0.4	-6%
CC1CCCC(C)N1C(=O)c1ccc(S(=O)(=O)NCc2ccco2)cc1 (configuration not stated)	i	0.2	0%
CCOCCCN(C(=O)CCC(=O)Nc1cc(C)on1)C(C(=O)NC(C)(C)C)c1ccccc1Cl (configuration not stated)	i	0.4	-3%
COC(=O)C1=CN(Cc2ccc(C)cc2)C=C(C(=O)OC)C1c1cc(OC)c(OC)c(OC)c1	i	0.6	-5%
CC[C@@]12C(=O)N(c3cccc(C)c3)C(=O)N1[C@H](c1ccc(Br)cc1)[C@@H]1C(=O)N(C(C)(C)C)C(=O)[C@@H]12	i	1.2	3%
CC1(C)Cc2c(cnn2-c2cccc(F)c2)C(NC(=O)CCc2cnccn2)C1 (configuration not stated)	i	4.2	-11%
NC(=O)CN1C(=O)C(=O)N(Cc2ccccc2)C1=O	i	0.4	-10%
COc1ccccc1C(=O)NC(=S)Nc1ccccc1N1CCCC1	i	1.2	-7%
COc1ccc(N2CCN(C(=O)CN(C)S(=O)(=O)c3cccs3)CC2)cc1	i	1.7	-6%
COc1ccc2c(c1)c(C)cc[n+]2Cc1ccccc1	+	2.7*	-12%
CCCN(CC(=O)Nc1ccccc1OC)C(=O)c1cnc(Cl)c(Cl)c1	i	0.4	-10%
Cc1ccc(NC(=O)[C@H](CC(C)C)NC(=O)[C@@H]2Cc3ccccc3CN2)cc1	i	0.5	-5%
Cc1ccc(CNC(=O)Nc2ccc(OC(F)(F)F)cc2)n1C	i	0.6	2%
Nc1nonc1-n1nnc(C(=O)N/N=C/c2ccc(Cl)cc2)c1-c1ccc2c(c1)OCO2	i	2.5	-5%
CCOC(=O)N1CCC(NC(=O)c2ccc(CS(=O)c3ccc(Cl)cc3)o2)CC1 (configuration not stated)	i	8.0	-10%
CCOC(=O)CN(c1ccccc1C)S(=O)(=O)c1ccc(Cl)cc1	i	0.8	-2%
CC1CCCCN1C(=O)CSc1nnc(-c2ccccc2O)o1 (configuration not stated)	i	3.1	-4%
COc1ccc(Cl)cc1S(=O)(=O)N1CCCc2ccccc21	i	2.1	-7%
COc1ccc(NC2CCCN(C(=O)CCCN3CCCCC3=O)C2)cc1 (configuration not stated)	i	1.2	-8%
CSc1ccc(CN2CCC(n3nccc3NC(=O)CCCc3ccccc3)CC2)cc1	i	1.9	-7%
N=c1c(S(=O)(=O)c2ccc(F)cc2)cc2c(=O)n3ccccc3nc2n1CC1CCCO1 (configuration not stated)	i	10	-30%
CCOc1ccc2nc(NC(=O)c3ccco3)sc2c1	i	0.8	-5%
O=C(OCc1ccc(F)cc1)c1cc(=O)c2ccccc2o1	i	0.3	-5%
CCn1c(CNC(=O)c2ccco2)nnc1SCCOc1ccccc1	i	0.2	-11%
C=CCOc1ccc(C2/C(=C(/O)c3ccc4c(c3)CC(C)O4)C(=O)C(=O)N2CCCN2CCOCC2)cc1 (configuration not stated)	i	0.6	-11%
Cc1cc(Br)ccc1NC(=O)C1CCN(S(=O)(=O)c2cnc[nH]2)CC1	i	0.3	-16%
CCOC(=O)c1cc(=O)c2ccc(OCc3ccccc3)cc2o1	i	0.3	-1%
CC(=O)c1ccc(Nc2cc(C)nc3ncnn23)cc1	i	0.5	-5%
COc1cccc(-c2nc(CS(=O)(=O)CC(=O)Nc3ccccc3Cl)c(C)o2)c1	i	2.1	-12%
CCn1cc(/C=C/c2cc[n+](C)cc2)c2ccccc21	u	x	-7%
O=C(C1CC1)N1CCc2cc(Br)cc(S(=O)(=O)NCCCN3CCCCC3)c21	i	1.3	1%
CCc1sc(C(=O)NCCCn2ccnc2)cc1Br	i	0.2	-2%
CCN1C(=O)[C@H]2[C@@H](c3ccc(C)cc3)N3C(=O)N(c4ccccc4)C(=O)[C@@]3(Cc3ccccc3)[C@H]2C1=O	i	2.1	-13%
N#CCSc1nc(-c2ccccc2)nc2ccc(F)cc12	i	0.4	-4%

Next part.
Structure	Myeloid diff 2	Myeloid diff 2 GFP+ MAC1+ %	LYP phosphatase
Cc1ncc(CO)c2c1Oc1nc(-c3ccccc3F)nc(SCC(=O)N(C)c3ccccc3)c1C2	i	3.0	4%
O=C(COC(=O)C1CCN(c2ccc(C(F)(F)F)cn2)CC1)Nc1ccc(Cl)cn1	i	1.6	6%
O=C(CS(=O)(=O)c1ccccc1)Nc1nccs1	i	0.0	2%
CC(C)C[C@H](N)c1nnc(SCC(=O)Nc2ccc(Br)cc2)o1	i	9.3	-7%
O=C(Oc1ccc2ccccc2c1)C1CCC1	i	0.6	-11%
COc1ccc(-n2nc(C(=O)NCC(=O)N3CCC(C(N)=O)CC3)c3ccccc3c2=O)cc1OC	i	4.1	-2%
Cc1ccc(CN2CCNC(=O)C2CC(=O)NC2CCCCCC2)cc1 (configuration not stated)	i	0.7	-8%
O=C(NCCCc1ccccc1)C1CCN(S(=O)(=O)c2ccc(F)cc2)CC1	u	x	-9%
Cc1ccc(CNC(=O)[C@@H](NC(=O)C2CCN(C(=O)[C@@H]3CCCN3)CC2)C(C)C)cc1	i	1.7	-7%
